PMI act: increases human mannose-6-phosphate isomerase activity; purified human PMI, coupled resazurin fluorescence, 20 min; stronger effect = higher value; 1 = vehicle control, 0 substrate-free wells; P34949; actives 0.005% (n = 190,000); activation factor at 20 µM;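 active = activation factor of 2 or more at 20 µM, relative to plate controls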
Target sequence (P34949 whole entry, looked up): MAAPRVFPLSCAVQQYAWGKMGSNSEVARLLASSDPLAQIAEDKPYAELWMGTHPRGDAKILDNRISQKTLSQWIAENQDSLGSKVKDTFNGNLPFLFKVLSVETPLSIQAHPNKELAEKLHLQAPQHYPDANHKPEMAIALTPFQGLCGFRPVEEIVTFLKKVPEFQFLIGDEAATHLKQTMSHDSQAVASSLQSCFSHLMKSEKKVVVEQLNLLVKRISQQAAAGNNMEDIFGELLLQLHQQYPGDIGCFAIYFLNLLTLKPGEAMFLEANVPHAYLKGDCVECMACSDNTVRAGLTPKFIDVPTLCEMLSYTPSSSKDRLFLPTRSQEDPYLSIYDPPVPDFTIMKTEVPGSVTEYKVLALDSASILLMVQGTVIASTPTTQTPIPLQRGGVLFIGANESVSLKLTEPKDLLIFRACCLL
DTT redox prof: compounds producing H2O2 with reducing agent – biochemical, NIH compound library profiling, artefact control for MLSCN library redox annotation, primary screen; DTT-dependent redox cycling H2O2, phenol red/HRP absorbance; 100% = 100 µM peroxide control, 0% = buffer; activation, % at 10 µM; actives 0.03% (n = 200,000);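 active = activation of at least 50% relative to the plate's high and low controls in the primary single-dose screen; inactive = activation below 50%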;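 also: compound incubated with DTT at 0.8 mM final as the reducing agent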
TNAP inh hiacc: inhibitors of human TNAP at high phosphate acceptor concentration; actives 0.03% (n = 200,000); inhibition, % at 20 µM; P05186; AID 1135; purified TNAP, CDP-star luminescence, 1 M DEA;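 active = over 50% inhibition of tissue-nonspecific alkaline phosphatase at 20 µM in the single-dose screen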;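 also: plate controls were DMSO wells for no effect and EDTA-quenched wells as full inhibition for full effect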
Target sequence (P05186 whole entry, looked up): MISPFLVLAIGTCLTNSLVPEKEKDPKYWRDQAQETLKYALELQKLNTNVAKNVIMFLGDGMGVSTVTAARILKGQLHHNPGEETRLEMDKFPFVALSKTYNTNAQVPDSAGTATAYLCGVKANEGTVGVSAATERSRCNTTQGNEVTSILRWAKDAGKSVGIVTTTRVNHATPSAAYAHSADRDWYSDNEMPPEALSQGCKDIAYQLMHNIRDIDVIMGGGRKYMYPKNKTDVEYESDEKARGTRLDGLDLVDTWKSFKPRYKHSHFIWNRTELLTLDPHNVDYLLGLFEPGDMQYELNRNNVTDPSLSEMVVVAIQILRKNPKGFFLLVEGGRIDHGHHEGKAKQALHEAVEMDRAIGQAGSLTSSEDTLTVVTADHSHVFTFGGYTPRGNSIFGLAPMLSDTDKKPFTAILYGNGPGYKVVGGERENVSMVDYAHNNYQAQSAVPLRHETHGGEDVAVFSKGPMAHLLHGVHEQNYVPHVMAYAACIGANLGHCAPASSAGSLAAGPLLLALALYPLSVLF
RAM network inh: blocks the yeast RAM network. S. cerevisiae dse1pr::URA3 reporter, 5-FOA growth OD615, 2 d; analog-sensitive cbk1-as2 kinase mutant strain. inhibition, % at 50 µM. actives 1.8% (n = 190,000);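 active = inhibition above a set limit, 3 SD over mean compound inhibition, cut at about 8.4% in these data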;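 also: 0% = DMSO-only wells with no growth and 100% = 10 µM 1-NA-PP1 full growth; inhibition rescues growth on 5-FOA so higher OD means more RAM inhibition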
PMI act hi M6P: increases human PMI activity with near-saturating mannose 6-phosphate | coupled PMI enzyme assay, resazurin fluorescence, 20 min; stronger effect = higher value; 1 = untreated enzyme, 0 = substrate-free blank | activation factor at 20 µM | actives 0.34% (n = 190,000);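 active = activation factor of 2 or more at 20 µM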
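Test system: human phosphomannose isomerase with PGI, G6PDH, diaphorase coupling enzymes; Amount: PMI at 15 ng/mL final; Reagent: Mannose-6-phosphate 1.0 mM (near-saturating) plus 0.22 mM NADP+; Timing: 20 min, room temperature; Technique: resorufin fluorescence at Ex 544/Em 590 nm; Dosing: 20 µM single dose.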
S1P3 antagonist: antagonists of human S1P3 receptor. AID 485. actives 0.27% (n = 170,000). inhibition, % at 4.98 µM. Q99500. CHO S1P3 NFAT-BLA reporter, FRET fluorescence, antagonist mode;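 active = inhibition above the plate cutoff, the mean inhibition of test wells on that plate plus 3 SD, cut at about 28% in these data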;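 also: cells challenged with S1P at its EC80 of 0.8 µM; blue over green emission ratio from cleaved BLA substrate after 4 h stimulation; 0% = S1P-stimulated wells and 100% = unstimulated DMSO-only wells; some compounds past the cut are filed as inactive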
TNAP inh no acc: blocks human TNAP activity with no phosphate acceptor present | actives 0.26% (n = 200,000) | purified TNAP, CDP-star luminescence, 30 min | inhibition, % at 20 µM | P05186;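 active = tissue-nonspecific alkaline phosphatase inhibition above about 50% at 20 µM in the single-dose screen, limit read from the data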;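 also: 0% = DMSO negative control and 100% = EDTA positive control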
Hsp70 activator: switches on Hsp70 transcription. HeLa Hsp70 promoter luciferase reporter, luminescence; scaled: vehicle 0, proteasome-inhibitor control 100%. actives 0.04% (n = 200,000). activation, % at 10 µM. AID 1203;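 active = activation above the mean across all tested compounds plus 3 SD, cutoff set per campaign, cut at about 5.5% in these data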;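 also: 100% = MG132 at 30 µM as the positive control and 0% = DMSO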
Efa HMGR inh: blocks class II HMG-CoA reductase of Enterococcus faecalis; AID 1066; purified E. faecalis HMGR, NADPH absorbance 340 nm kinetic; actives 0.41% (n = 190,000); inhibition, % at 10 µM;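 active = inhibition above a set limit, the median over all tested compounds plus 3 SD, cut at about 9.5% in these data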;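 also: enzyme runs in reverse so mevalonate oxidation gives rising NADPH absorbance; 0% = complete reaction with DMSO and 100% = background rate lacking mevalonate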
L major viab: reduces viability of Leishmania major promastigotes | resazurin fluorescence viability | inhibition, % at 10 µM | actives 9% (n = 200,000); in the data active = inhibition above about 50%;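 also: promastigotes grown with compound for 44 hours at 28 °C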
* marks the source's active call; other numbers are inactive results; . = not tested or not shown.

SMILES	PMI act	DTT redox prof	TNAP inh hiacc	RAM network inh	PMI act hi M6P	S1P3 antagonist	TNAP inh no acc	Hsp70 activator	Efa HMGR inh	L major viab
O=c1[nH]c2ccccc2nc1/C=C(\O)C(F)F	1.2	-0.1	4	2.3	1.1	11	-11	-0.3	-3	19
CC(=O)NS(=O)(=O)c1ccc(N)cc1	0.9	0.5	-4	1.9	1	1	-12	0.0	1	-6
O=C(COC(=O)CNS(=O)(=O)c1c(Cl)cccc1Cl)Nc1ccccc1Sc1ccccc1	0.9	0.0	2	7.9	1	12	8	-0.2	2	38
CN=C1SC(CC(=O)Nc2ccccc2F)C(=O)N1/N=C/c1ccc(O)c(OC)c1 (stereo unspecified)	0.8	-1.7	-9	0.4	0.8	-2	-2	-0.1	0	-1
Cc1ccccc1N=C(NOCc1ccccc1)c1nonc1N	0.9	1.0	1	2.0	0.9	.	-8	0.6	2	19
COc1ccc(N(C(=O)c2cccc(OC)c2OC)C2C=CS(=O)(=O)C2)cc1 (stereo unspecified)	1.1	-0.3	-6	1.6	1	4	-14	-0.1	-3	1
S=C(NCCCc1ccccc1)Nc1ccccc1Cl	1	-0.3	-3	-0.3	1	-9	19	-0.1	0	17
CC1Cc2ccccc2N1C(=O)CN1C(=O)NC(C)(c2ccc3c(c2)OCCO3)C1=O (stereo unspecified)	0.9	0.7	-3	2.2	1.1	-7	-6	1.4	1	14
CC(C)N(Cc1cc2ccccc2[nH]c1=O)C(=O)C(C)(C)C	1	2.1	-11	2.5	1	-3	-16	-0.3	-4	-5
O=C(C1CCN(S(=O)(=O)N2CCOCC2)CC1)N1CCOCC1	1	2.5	-5	0.4	1	-2	1	-0.1	0	-3
COc1cc(C(=O)N2CCN(c3ccc(C)cc3C)CC2)cc(OC)c1OC	0.9	-2.5	0	1.9	0.9	-3	-2	-0.3	-9	1
Cc1nn(-c2c(Cl)cc(Cl)cc2Cl)c(=O)c2ccccc12	1	0.2	0	0.5	1	.	-6	-0.1	2	9
CCCCNC(=O)NS(=O)(=O)c1ccc(NS(=O)(=O)c2ccccc2)cc1	1	-3.2	-10	0.4	0.9	.	-10	-0.5	-5	-4
O=C(COc1ccccc1C(=O)Nc1ccccc1)c1ccc(Br)cc1	0.9	0.0	-5	2.1	0.9	0	-15	-0.4	10*	28
O=C1CCCC(=O)C1=C1SCCCS1	1.1	-0.2	6	3.6	1.1	12	0	-0.1	-6	-4
CCn1c(SCC(=O)N2CCN(S(=O)(=O)c3ccccc3)CC2)nnc1-c1cccs1	1.1	-0.5	-6	2.4	1	-1	-16	-0.2	-2	-3
CSc1ccc(/C=N/n2nnnc2N)cc1	0.8	0.0	0	2.8	0.8	-7	-7	0.1	0	-4
O=C(O)c1cc(Cl)c(Cl)cc1C(=O)Nc1cccc2ncccc12	0.6	0.5	3	3.1	0.5	6	-6	0.1	-6	-6
C=C(C)Cn1c(-c2cccs2)n[nH]c1=S	0.9	0.1	-1	1.8	0.9	-5	9	-0.2	0	-7
COc1ccc(CCNC(=O)COC(=O)COc2ccc(Cl)cc2)cc1OC	0.9	0.5	-1	2.9	1	-9	-8	-0.3	-1	-10
CC(=O)c1ccc(NC(=O)/C(=C\c2ccccc2)NC(=O)/C=C/c2ccccc2)cc1	0.9	3.1	0	6.4	1.1	.	-5	-0.3	0	4
CCCC(=O)Nc1ccc(C(N)=O)cc1	1	0.5	0	-0.5	0.9	-8	-3	-0.2	-3	-1
O=C1c2ccccc2-c2c1cccc2C(=O)N1CCOCC1	0.9	0.5	0	0.7	0.9	.	-3	-0.4	-4	-2
CC(C)Cn1c(-c2nn(C)cc2Cl)n[nH]c1=S	1	2.5	-5	1.2	1	.	9	1.4	-7	-7
CN=C1c2ccccc2CN1c1cccc(C(=O)OC)c1	1	-1.4	-7	-0.7	0.9	-9	-9	-0.4	-6	-3

Some of these compounds in order of SMILES length, smallest number first:
SMILES	PMI act	DTT redox prof	TNAP inh hiacc	RAM network inh	PMI act hi M6P	S1P3 antagonist	TNAP inh no acc	Hsp70 activator	Efa HMGR inh	L major viab
O=C1CCCC(=O)C1=C1SCCCS1	1.1	-0.2	6	3.6	1.1	12	0	-0.1	-6	-4
CSc1ccc(/C=N/n2nnnc2N)cc1	0.8	0.0	0	2.8	0.8	-7	-7	0.1	0	-4
CC(=O)NS(=O)(=O)c1ccc(N)cc1	0.9	0.5	-4	1.9	1	1	-12	0.0	1	-6
C=C(C)Cn1c(-c2cccs2)n[nH]c1=S	0.9	0.1	-1	1.8	0.9	-5	9	-0.2	0	-7
O=c1[nH]c2ccccc2nc1/C=C(\O)C(F)F	1.2	-0.1	4	2.3	1.1	11	-11	-0.3	-3	19
O=C(C1CCN(S(=O)(=O)N2CCOCC2)CC1)N1CCOCC1	1	2.5	-5	0.4	1	-2	1	-0.1	0	-3
CC(C)N(Cc1cc2ccccc2[nH]c1=O)C(=O)C(C)(C)C	1	2.1	-11	2.5	1	-3	-16	-0.3	-4	-5
COc1ccc(CCNC(=O)COC(=O)COc2ccc(Cl)cc2)cc1OC	0.9	0.5	-1	2.9	1	-9	-8	-0.3	-1	-10
COc1ccc(N(C(=O)c2cccc(OC)c2OC)C2C=CS(=O)(=O)C2)cc1 (stereo unspecified)	1.1	-0.3	-6	1.6	1	4	-14	-0.1	-3	1
CN=C1SC(CC(=O)Nc2ccccc2F)C(=O)N1/N=C/c1ccc(O)c(OC)c1 (stereo unspecified)	0.8	-1.7	-9	0.4	0.8	-2	-2	-0.1	0	-1
CC1Cc2ccccc2N1C(=O)CN1C(=O)NC(C)(c2ccc3c(c2)OCCO3)C1=O (stereo unspecified)	0.9	0.7	-3	2.2	1.1	-7	-6	1.4	1	14
CC(=O)c1ccc(NC(=O)/C(=C\c2ccccc2)NC(=O)/C=C/c2ccccc2)cc1	0.9	3.1	0	6.4	1.1	.	-5	-0.3	0	4

Remaining list, next part.
SMILES	PMI act	DTT redox prof	TNAP inh hiacc	RAM network inh	PMI act hi M6P	S1P3 antagonist	TNAP inh no acc	Hsp70 activator	Efa HMGR inh	L major viab
COc1ccc(N2C(=O)C(CN3CCN(C)CC3)C2c2ccccc2)cc1 (stereo unspecified)	0.9	-0.2	-4	3.6	0.9	-2	-6	0.2	-1	95*
COc1ccc(/C=C/c2cc(-c3ccc(C)cc3)o[n+]2C)cc1	1.1	-3.8	-4	1.6	1.1	.	-10	-0.3	-10	101*
CCCCCn1c(SCCOCC)nc2c1c(=O)[nH]c(=O)n2C	1	0.4	-5	0.0	1	-14	-13	0.1	2	-4
Cc1cc(C(=O)Cn2nnc(-c3ccc(Cl)cc3)n2)c(C)n1CC1CCCO1 (stereo unspecified)	.	2.2	.	3.6	.	-18	.	-0.2	3	-1
CCCc1nc(Nc2nc3ccccc3o2)nc(C)c1C(=O)OCC	0.8	-1.5	-5	11*	0.8	18	-11	0.2	1	13
O=C(Cc1ccccc1)NC1(Cc2ccc(O)cc2)CCCCC1	0.8	-0.2	4	3.3	0.9	3	-3	-0.1	-4	18
COc1ccc(Cl)cc1Nc1nc(-c2sc(NC(=O)CC(C)C)nc2C)cs1	0.8	-7.6	-4	1.8	0.9	.	-8	-0.6	-4	32
O=C(Nc1ccncc1)c1ccc2c(c1)S(=O)(=O)c1ccccc1C2=O	1.1	-2.3	-6	2.2	1	-7	1	-0.3	1	100*
CC(=O)Nc1ccc2oc(-c3cc(F)c(F)cc3Cl)nc2c1	1	1.4	-2	6.4	1	-4	-9	-0.1	-5	12
Cc1cc(C(=O)CSc2nn3c(=O)c(C(C)(C)C)nnc3s2)c(C)n1-c1ccc(F)cc1	1	2.6	-6	2.3	1	.	-4	-0.3	0	12
CSc1ncccc1C(=O)NCC12CC3CC(CC(C3)C1)C2	0.8	0.0	-8	0.7	1	-1	-17	0.1	-7	9
Fc1ccc(C(c2nnnn2C2CCCC2)N2CCN(Cc3ccccc3)CC2)cc1 (stereo unspecified)	1	-3.1	-4	0.2	0.9	-11	-6	-0.4	-1	36
CCCCC(=O)NNC(=S)NC(=O)c1cccc([N+](=O)[O-])c1	0.2	-4.1	-3	1.5	0.8	.	0	0.0	0	-8
O=C(CC1SC(=Nc2ccccc2)N(CCCO)C1=O)Nc1ccc(Cl)cc1 (stereo unspecified)	0.8	-0.3	-3	0.5	0.9	.	-11	-0.3	1	48
COc1ccc(OC(C)C(=O)Nc2cccc(F)c2)cc1 (stereo unspecified)	0.9	-9.9	-4	0.1	0.9	-8	-9	-0.2	-9	6
O=S1(=O)CCN2C=C(Cl)C=C(Cl)C2=N1	0.9	-1.2	0	0.1	0.9	2	-7	-0.3	-10	0
CCN1C(=O)CC(n2c(C)nc3ccccc32)C1=O (stereo unspecified)	1.1	-0.1	-2	1.8	1.1	-20	-15	-0.1	-2	-4
COC(=O)c1ccccc1NC(=O)CN1CCCCC1	1	-0.5	-8	-0.2	1	2	-6	-0.2	0	2
CCC(C)NC(=O)CN(c1cc(Cl)cc(Cl)c1)S(C)(=O)=O (stereo unspecified)	0.9	-0.4	-8	2.5	1	-5	-11	0.1	2	-8
O=C(c1c[nH]c(C(=O)C(Cl)(Cl)Cl)c1)c1ccccc1Br	1	-0.5	-1	-0.9	1	12	0	-0.1	-1	30
CCOC(=O)Cc1csc(NC(=O)CSc2cc(Cl)ccc2Cl)n1	0.9	-0.1	-4	4.0	1	-2	-11	-0.3	-6	6
CCCNC(=O)CNC(=S)N(Cc1cc(OC)c(OC)c(OC)c1)C1CCCC1	0.8	0.3	-3	1.3	1	-4	-15	-0.1	-4	54*
CC(=NCc1cccnc1)C1=C(O)c2ccccc2C1=O	0.9	-0.6	-3	0.9	0.9	14	-11	-0.1	-2	-4
Cc1cc(C)c2nc(-c3cccnc3)cc(C(=O)NC(C)c3cnn(C)c3C)c2c1 (stereo unspecified)	1	4.2	0	-0.4	1	1	-6	-0.2	-2	20
CCOC(=O)c1c(NC(=O)c2nn(CC)cc2Br)c(C#N)nn1-c1ccccc1	0.8	0.0	0	2.9	0.8	27	-3	-0.4	-1	18
O=C(Nc1ccon1)c1sc2cc(F)ccc2c1Cl	1	0.0	-4	2.7	1.1	.	-9	0.4	0	1
COC(=O)Cn1c(O)c(N=NC(=O)c2ccc3c(c2)OCO3)c2ccccc21	0.9	-1.1	-5	1.9	0.9	-28	3	-0.2	-1	5
